Screens from PubChem.
FEN1 inhibitor: human FEN1 inhibition; AID 588795; Potency, µM (doses to about 114 µM), for inactives: at the highest dose activity change, negative = inhibition, hits mostly inhibitors; 0.35% of 390,000 active; Recombinant FEN1 flap cleavage, fluorescence, 15 min; P39748; active = well fitted inhibition curve with a large enough effect; inconclusive = small, poorly fitted or top-dose-only effect; inactive = no such curve, though single readings can be large or run the other way; note: nearly all actives have a fitted effect of over 65% in size
Target sequence (P39748 whole entry, looked up): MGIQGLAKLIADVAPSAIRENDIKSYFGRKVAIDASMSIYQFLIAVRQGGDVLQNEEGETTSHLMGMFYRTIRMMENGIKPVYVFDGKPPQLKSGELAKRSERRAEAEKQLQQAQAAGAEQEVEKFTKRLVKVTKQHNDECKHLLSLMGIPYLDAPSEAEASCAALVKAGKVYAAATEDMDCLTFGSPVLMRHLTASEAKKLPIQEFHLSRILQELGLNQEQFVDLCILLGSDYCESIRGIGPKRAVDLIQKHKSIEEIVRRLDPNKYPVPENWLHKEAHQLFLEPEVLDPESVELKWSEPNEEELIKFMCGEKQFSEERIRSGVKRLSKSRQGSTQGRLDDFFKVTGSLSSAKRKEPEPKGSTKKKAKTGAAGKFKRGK
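Steps: FEN1 (10 nM) dispensed; compound added by pin tool; 15 min at room temperature; substrate added to 50 nM final; reads at 0 min and 15 min; data normalized and fitted (four-parameter Hill).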
Active calls of the source: *; ? = inconclusive; & = joins results of further samples. % is set by controls: 0 for no effect and ±100 for the full control effect; potency is the fitted concentration of half-maximal effect. This is a subset. The share of hits here may be higher or lower than overall.

molecule,FEN1 inhibitor
CC(CCC(C)[n+]1cccc(Br)c1)[n+]1cccc(Br)c1 (stereo not drawn),10%
Cc1ccc(S(=O)(=O)Cn2nnnc2C(C(C)C)N2CCN(C(=O)c3ccco3)CC2)cc1 (stereo not drawn),-11%
COc1cc(CNC[C@H]2O[C@@H](n3cnc(C(N)=O)n3)[C@H](O)[C@@H]2O)ccc1OCc1cccc(Cl)c1,6%
CCOC(=O)[C@H]1[C@H]2COc3ccc(Cl)cc3[C@@H]2N2C(=O)[C@H](C)NC(=O)[C@@]12C,12%
CC(=O)c1c(C)n(-c2cccc(C)c2)c2ccc(OC(=O)COc3ccccc3)cc12,-4%
Nc1o[nH]c(=O)c1C1CCCCC1,14%
Brc1ccccc1OCCN1CCCC1,-5%
NC(=O)C1C2CCC(C2)C1C(N)=O (stereo not drawn),4%
Nc1nnnn1/N=C/c1cc(Br)ccc1O,-7%
C(=NN=C1c2ccccc2-c2ccccc21)c1c[nH]c2ccccc12,-18%
Cc1cc(/C=N/n2cnnc2)c(C)n1-c1ccc2ncccc2c1,-10%
CC1CN(CC(=O)Nc2nc(-c3ccc(Cl)cc3)cs2)CC(C)O1 (stereo not drawn),2%
COc1ccccc1NC(=O)c1ccc(COc2ccccc2OC)cc1,-7%
CN(Cc1ccc(OC(F)F)cc1)C(=O)c1ccccc1Sc1ccccc1C#N,-16%
COc1ccc(C=NNc2nc3ccccc3s2)cc1,-8%
CN(C)C(=S)NC(=S)Nc1ccc2ccccc2c1,-22%
C/C=C/n1ccnc1CC(O)(c1ccccc1)c1ccc(C)cc1 (stereo not drawn),3%
Cc1ccc(-n2cnc3c(=O)[nH]cnc32)cc1,-4%
O=S(=O)(O)c1cnccc1Nc1cccc(C(F)(F)F)c1,6%
COc1ccc(Br)cc1C(=O)Nc1ccccc1N1CCCC1,-14%
CCCCC(CCc1ccccn1)C(=O)c1ccccc1 (stereo not drawn),-1%
CCCC[C@@H]1C[C@H]1[C@@H](NC(=O)c1ccco1)c1ccc(C(=O)OC)cc1,8%
CCc1ccc2c(c1)c(=O)c(C(=O)c1ccc(C)cc1)cn2CC(=O)Nc1ccc2c(c1)OCCO2,-7%
O=C1NC(=O)C(Cc2ccccc2)(c2ccccc2)N1 (stereo not drawn),12%
CCCCOc1ccc(CC(N)=O)cc1,18%
CCCCN(C(=O)c1cc(CN2C(=O)c3ccccc3C2=O)ccc1OC)c1c(N)n(CC(C)C)c(=O)[nH]c1=O,-10%
Cc1nn(-c2nccs2)c2c1C(=O)CC(C)(C)C2Br (stereo not drawn),-3%
O=C1NC(Cc2ccc(O)cc2)c2nc3ccc(F)cc3c(=O)n2-c2cc(Cl)ccc21 (stereo not drawn),11%
CCCn1c(SCC(=O)Nc2cc(C(=O)O)ccc2C)nc2sc3c(c2c1=O)CCC3,-13%
CCn1c(=N)c(C(=O)NC2CCCCC2)cc2c(=O)n3cc(C)ccc3nc21,-17%
O=C(CN(CCc1c[nH]c2ccccc12)S(=O)(=O)c1ccccc1)N1CCCCCC1,1%
CCOC(=O)C1(CCOc2ccccc2)CCN(Cc2cccc(OC)c2)CC1,-3%
CN(CCc1ccccc1)C(=O)c1ccc(NC(=O)Cc2ccc(NC(=O)C3CCCN(C(=O)C4CC4)C3)cc2)cc1 (stereo not drawn),14%
Cn1c(=O)c2[nH]c(SCCN3CCCCC3)nc2n(C)c1=S,4%
CCN(CC(=O)Nc1ccc(NC(C)=O)cc1)C(=O)c1ccc(N(C)S(=O)(=O)c2ccc(C)cc2)cc1,18%
O=C(O)C1(Nc2ccccc2Cl)CCCC1,7%
COc1cc(N2CCC(O)CC2)ccc1Nc1nnc(Cl)c(Nc2ccccc2S(C)(=O)=O)n1,-13%
CCOc1ccccc1-c1cc(C(=O)N/N=C/c2cccnc2)c2ccccc2n1,-8%
O=C(CC(C(=O)O)n1ccnc1)c1ccc(Cl)cc1 (stereo not drawn),8%
Cc1ccc(NC(=O)c2nc(SCc3ccccc3F)ncc2Cl)cc1,12%
COc1cc([C@@H]2c3cc4c(cc3[C@@H](O[C@@H]3O[C@@H]5CO[C@@H](C)O[C@H]5[C@H](O)[C@H]3O)[C@H]3COC(=O)[C@H]23)OCO4)cc(OC)c1O,-4%
COc1ccc(Cl)cc1NC(=O)c1cccc(S(=O)(=O)Nc2c(C)n(C)n(-c3ccccc3)c2=O)c1,?
COC(=O)[C@H](CCSC)NC(=O)Cn1cc(C)c(=O)[nH]c1=O,-10%
O=[N+]([O-])c1cccc(COc2ccccc2CN2CCOCC2)c1,-11%
CC(=O)Nc1cccc(OCCOc2cccc([N+](=O)[O-])c2)c1,-12%
COc1ccc(OC)c(S(=O)(=O)Nc2cccc3ccc(O)cc23)c1,-13%
O=C(CCC(=O)c1cccs1)Nc1nc2ccccc2s1,-4%
CC(C)(C)OC(=O)N(CCc1ccccc1)Cc1ccccc1OCc1ccc(NC(=O)C2CCCC2)cc1,-20%
CCO[C@@H]1OC(C(N)=O)=C[C@H](C2CC2)[C@H]1CCCO,-4%
O=C(CNC(=O)OCc1ccccc1)NCC(=O)Oc1ccc([N+](=O)[O-])cc1,-6%
CNc1ccc(/C=C2\C=Cc3ccccc32)cc1I,-4%
COc1cc2c3c(c1OC)-c1cc4c(cc1CC3(C#N)N(C(=O)c1ccccc1)CC2)OCO4 (stereo not drawn),-1%
Cc1ccc(NC(=O)CSc2nnc3scc(-c4ccccc4)n23)cc1,-1%
C[C@]1(C2CCCC2)Cc2cc(OCC(=O)O)c(Cl)c(Cl)c2C1=O,1%
O=C(CNc1ccc(Cl)c(C(F)(F)F)c1)N1CCN(S(=O)(=O)c2ccccc2)CC1,11%
Cc1cc(Nc2ccc(Br)cc2)nc2ccccc12,0%
ON=C(CCc1ccccc1)CCc1ccccc1,-20%
CCCC(=O)OCC1CN(Cc2ccco2)S(=O)(=O)c2c(F)cccc2O1 (stereo not drawn),-18%
Oc1ccccc1C1SC(c2ccccc2O)SC(c2ccccc2O)S1 (stereo not drawn),-29%
COC(=O)c1ccc(CN2CCC(Oc3cccc(C(=O)N4CCCC4)c3)CC2)cc1,2%

Continued.
molecule,FEN1 inhibitor
C=CCc1cc(CN2CC(C)OC(C)C2)c(O)c(OC)c1 (stereo not drawn),-1%
COc1ccc([C@H]2/C=C\CN(Cc3ccc(N(C)C)cc3)[C@@H](C)C(=O)N2Cc2ccc(F)cc2)cc1,0%
COc1ccc(-c2ccc(OC)c(OC)c2OC)c(OC)c1OC,2%
Cc1cccc(Cn2cnc3c(cnn3C(C)(C)C)c2=O)c1F,-23%
CCOc1ccc(S(=O)(=O)N(CC(=O)Nc2ccc(OC)c(Cl)c2)c2ccccc2)cc1,2%
O=C(Nc1cccc(C(=O)N2CCCCC2)c1)C1CCCC1,-1%
O=S(=O)(CCN1CCCC1)NCCNS(=O)(=O)c1ccc(F)cc1Br,-14%
COc1ccccc1N(CC(=O)Nc1ccc(C)c(Cl)c1)S(=O)(=O)c1ccc(C)cc1,7%
O=C1CC(N2CCN(C3CCc4ccccc4C3)CC2)C(=O)N1c1ccccc1 (stereo not drawn),4%
Cc1ccccc1CN1[C@@H](Cc2ccccc2)COCCS1(=O)=O,-5%
CC(C)=CNNC(=O)c1ccc(O)cc1,-4%
CC(C)/C(C=O)=C(/NC1CCCCC1)c1ccccc1,6%
COc1cc(N=Nc2ccc(C(=O)N(C)C)cc2)c(C)cc1N,11%
c1ccc(CSc2nnc(-c3ccccc3)c(-c3ccccc3)n2)cc1,6%
CC(=O)Oc1ccccc1C(=O)C=Cc1cccc([N+](=O)[O-])c1,-10%
COc1ccccc1C1OCC(C)(C)CO1,-4%
O=c1c(Br)ccc(Br)cc1Br,?
O=C(O)c1cccc(COc2cccc3ccccc23)c1,-9%
O=C(NCc1ccco1)Nc1cccc(-c2ccccc2)c1,7%
COc1cccc(OCC(O)CN2CCN(C(c3ccccc3)c3ccccc3)CC2)c1 (stereo not drawn),?
COc1ccc(CN2[C@@H](CC(=O)O)c3cc(F)ccc3S2(=O)=O)cc1,14%&2%
CC(=O)N1CCc2ccc(N)cc21,-7%
COc1cc2c(NC3CCN(C)CC3)nc(N3CCCN(C)CC3)nc2cc1OCCCCCCN(C)C,22µM*
COc1cccc(SCc2noc(C(=O)NCCCN3CCOCC3)c2C(=O)NCCCN2CCOCC2)c1,-4%
C#CCOCCOCCOCCNc1nc(N2CCN(C(=O)Cn3cc(CC(C)O)nn3)CC2)nc(N2CCN(C(=O)[C@H](CCCCN)n3cc(CCCC)nn3)CC2)n1 (stereo partly drawn),-4%
Cc1cccc(OCC(O)CNC(=O)c2ccccc2C(=O)O)c1 (stereo not drawn),5%
CCOc1cc(C(=O)N(Cc2ccccc2)c2ccc(C)cc2)ccc1OCC(=O)N1CCOCC1,-8%
COC(=O)c1oc2ccc(Br)cc2c1NC(=O)CN1CCN(C)CC1,-8%
Cc1ccc(S(=O)(=O)N2CCN(c3cc(-c4cccs4)nc4ccccc34)CC2)cc1,1%
CCOc1ccc(NC(=O)CN(C)C(=O)c2cc(-c3ccco3)nc3ccccc23)cc1OCC,-14%
CC(OC(=O)Nc1cccc(Cl)c1)C(=O)OC1CCCCC1 (stereo not drawn),-15%
Cn1c(=O)c2c(nc(SCCN3CCOCC3)n2Cc2ccc(Cl)cc2)n(C)c1=O,-15%
CC(NS(=O)(=O)c1ccccc1[N+](=O)[O-])c1ccccn1 (stereo not drawn),-2%
Cn1c2c(c3ccccc31)CCN(CCCCN1CCN(c3ccccc3)CC1)C2=O,-13%
O=C(O)C(c1cccs1)C1(O)CCCCC1 (stereo not drawn),0%
COc1ccc(-c2nc3n(n2)C(c2cccc(C)c2)C(C(N)=O)=C(C)N3)cc1OC (stereo not drawn),8%
CN(C(=O)c1cccc(NC(=O)Cc2cccc(NC(=O)C3CCCN(C(=O)C4CCC4)C3)c2)c1)C1CC1 (stereo not drawn),-5%
CC(CCN1CCC(CN2C(=O)C(=O)NC[C@@H]2Cc2ccccc2)CC1)c1ccccc1 (stereo partly drawn),17%
Nc1ccc(/C=C/c2cccc3cccnc23)cc1,0%
O=[N+]([O-])c1ccc(N2CCOCC2)cc1,6%

A draw from above in order of molar mass, ascending:
molecule,FEN1 inhibitor
Nc1ccc(/C=C/c2cccc3cccnc23)cc1,0%
COc1ccc(CN2[C@@H](CC(=O)O)c3cc(F)ccc3S2(=O)=O)cc1,14%&2%
COC(=O)c1oc2ccc(Br)cc2c1NC(=O)CN1CCN(C)CC1,-8%
CCOc1ccc(NC(=O)CN(C)C(=O)c2cc(-c3ccco3)nc3ccccc23)cc1OCC,-14%
COc1cccc(SCc2noc(C(=O)NCCCN3CCOCC3)c2C(=O)NCCCN2CCOCC2)c1,-4%
C#CCOCCOCCOCCNc1nc(N2CCN(C(=O)Cn3cc(CC(C)O)nn3)CC2)nc(N2CCN(C(=O)[C@H](CCCCN)n3cc(CCCC)nn3)CC2)n1 (stereo partly drawn),-4%

Random excerpt: three entries already listed
molecule,FEN1 inhibitor
Cc1ccc(-n2cnc3c(=O)[nH]cnc32)cc1,-4%
Cc1ccc(S(=O)(=O)Cn2nnnc2C(C(C)C)N2CCN(C(=O)c3ccco3)CC2)cc1 (stereo not drawn),-11%
COc1ccc([C@H]2/C=C\CN(Cc3ccc(N(C)C)cc3)[C@@H](C)C(=O)N2Cc2ccc(F)cc2)cc1,0%

Further results follow.
molecule,FEN1 inhibitor
CN(C(=O)c1cccc(NC(=O)Cc2ccc(NC(=O)C3CCCN(C(=O)C4CC4)C3)cc2)c1)C1CC1 (stereo not drawn),-14%
Cn1ncc(N=Cc2c(O)ccc3ccccc23)c1C(=O)N1CCOCC1,-1%
[O-][N+](=C(c1ccccc1)c1ccccc1)c1ccccc1,16%
CCOc1ccccc1-c1nc2c(s1)CCc1onc(-c3ccc(OC)cc3)c1-2,4%
Cc1ccccc1NC(=O)c1sc2nc(-c3ccncc3)ccc2c1N,-4%
O=C(NNCc1ccccc1)c1ccccc1,6%
Cc1ccc(NC(=O)c2ncn(CCCNCc3ccc4c(c3)OCO4)n2)cc1C,-17%
COc1ccc(Cl)cc1C(=O)NC(=S)Nc1nc(C)cc(C)n1,2%
COC(=O)c1c(SC)nc2ccccc2c1OCc1cccc(C)c1,8%
O=C1CC2(CCCCC2)Oc2ccc(Cl)cc21,15%
NCCC1CN(C(=O)OCc2ccccc2)c2ccccc21 (stereo not drawn),3%
O=c1c2ccccc2nc(/C=C/c2cc(Br)ccc2O)n1CCO,-13%
CN1C[C@@H]2[C@@H]3C(=O)N(C)C(=O)[C@@H]3[C@](C)(C1=O)N2C(=O)c1ccc(Cl)c(Cl)c1,19%
COc1ccc2c(c1)c(C(C)=O)c(C)n2-c1ccccc1OC,-8%
O=C1CCCc2c1ccc1ccccc21,0%
O=C(NCc1ccccc1)c1onc(CSc2ccc(F)cc2)c1C(=O)NCc1ccccc1,-19%
CC1(C)CC(=O)C=C(c2ccc3[nH]ccc3c2)C1,10%
CC[N+]1(C)CCC(O)(/C=C/c2ccccc2)C(C(=O)/C=C/c2ccccc2)C1 (stereo not drawn),-3%
CCn1c(=N)c(C(=O)NC2CCCC2)cc2c(=O)n3cc(C)ccc3nc21,-6%
CC(=NNS(=O)(=O)c1ccc([N+](=O)[O-])cc1)c1ccc(C)cc1,-9%
